Bioassay records from PubChem BioAssay.
APP 5'UTR act – activates APP 5'UTR luciferase reporter | 190,000 tested, 1% active | SH-SY5Y APP 5'UTR luciferase reporter, luminescence; zero percent = DMSO vehicle wells | activation, % at 2 µM;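 active means activation above a set limit, based on mean plus 3 SD of controls, cut at about 140% in these data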; further: values of inactives mirror those of a sister screen read the other way
Diaph inh CS – inhibits diaphorase or chemically oxidizes, flagging diaphorase assay artifacts; 190,000 tested, 0.69% active; AID 1217; diaphorase resazurin-to-resorufin fluorescence, NADH, 16 min; bacterial (C. kluyveri) enzyme, not human; inhibition, % at 20 µM;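 active means primary screen inhibition at 20 µM above a set limit, cut at about 50% in these data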;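 further: plate controls were DMSO with full reaction for no effect and wells lacking NADH for full effect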
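material = Clostridium kluyveri diaphorase enzyme | amount = 0.14 U/mL diaphorase, enzyme working solution | schedule = incubation 16 min, room temperature | detection = fluorescence of resorufin formed from resazurin, Ex 544/Em 590 nm | benchmarks = positive control minus NADH, DMSO neutral control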
Diaph act CS – counter-screen for diaphorase-based assays: diaphorase activators and chemical reducers; Diaphorase/resazurin coupled assay, resorufin fluorescence, 16 min; active compounds read high; 1 = vehicle wells, 0 = NADH-free wells; activation factor at 20 µM; 190,000 tested, 0.005% active;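 active means diaphorase activity raised at least twofold by the compound at 20 µM; inactive means activation factor below 2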
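Material: Purified diaphorase enzyme from Clostridium kluyveri | Buffer or medium: 50 mM HEPES pH 7.4 with 4.542 mM MgCl2, 0.005% Tween 20 | Times: 16 min enzyme reaction, ambient temperature | Signal: Red resorufin fluorescence at 544/590 nm excitation/emission | Measure: Increased resorufin signal from activators or reducing compounds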
FLuc inhib CS – inhibits firefly luciferase, flagging false hits in luciferase inhibition screens. 200,000 tested, 1.5% active. ATPLite firefly luciferase biochemical luminescence, 10 min. inhibition, % at 10 µM. P08659. AID 1006;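 active means inhibition above about 50% when tested at 10 µM, limit read from the data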
FLuc stim CS – affects firefly luciferase, flagging false hits in luciferase stimulation screens; P08659; ATPlite luciferase biochemical, luminescence, 10 min; 0 = ATP-free wells, 1 = DMSO control; activation factor at 10 µM; 200,000 tested, under 10 active;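 active means luciferase activation factor, scaled between plate controls, of at least 2 with compound at 10 µM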
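assay system = Luciferase/luciferin detection reagent, cell-free biochemical luciferase assay | also added = ATP substrate | times = 10 min post-reagent at room temperature | measured by = luminescence from luciferase reaction | measure = luciferase activation, seen as luminescence increase over controls | benchmarks = low control with PBS replacing ATP, high control enzyme plus ATP without compound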
STAT1 activator – increases IFN-gamma driven STAT1 reporter signal; NIH 3T3 STAT1-luciferase reporter, luminescence; 100% = IFN-gamma alone, no compound; activation (% of control), % at 5.5 µM; 200,000 tested, 2.6% active; AID 932;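 active means activation above the screen-wide mean activation plus 3 SD, cut at about 130% in these data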;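 further: raw ratio to IFN-gamma control signal so 100% means no change and 0% no light; values of inactives mirror those of a sister screen read the other way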
G6PDH CS – L. mesenteroides G6PDH inhibition counter-screen | Purified L. mesenteroides G6PDH, diaphorase/resazurin coupled fluorescence, 45 min | inhibition, % at 5 µM | 200,000 tested, 0.12% active | AID 1020; in the data active means inhibition above about 50%
APP transl inh – APP translation inhibition; SH-SY5Y APP 5'UTR-luciferase reporter, luminescence; inhibition, % at 2 µM; 190,000 tested, 0.82% active; AID 1285;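 active means inhibition above a set limit, derived from the sample mean plus 3 SD, cut at about 45% in these data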; further: values of inactives mirror those of a sister screen read the other way
NF-kB neuron act – raises NF-kB expression in human neuronal cells; NF-kB reporter expression; active compounds read high; fold change at 12.5 µM; 190,000 tested, 1.6% active; in the data active means fold change above about 3.3
TLR4-MyD88 BLA – inhibitors of human TLR4-MyD88 binding; O00206+Q99836; HeLa CL3-4 TLR4/MyD88 BLA complementation, FRET ratio; inhibition, % at 8.4 µM; 200,000 tested, 0.18% active; AID 861; in the data active means inhibition above about 25%;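 further: 0% = vehicle and 100% = reference inhibitor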
Target sequence (O00206 whole entry, looked up): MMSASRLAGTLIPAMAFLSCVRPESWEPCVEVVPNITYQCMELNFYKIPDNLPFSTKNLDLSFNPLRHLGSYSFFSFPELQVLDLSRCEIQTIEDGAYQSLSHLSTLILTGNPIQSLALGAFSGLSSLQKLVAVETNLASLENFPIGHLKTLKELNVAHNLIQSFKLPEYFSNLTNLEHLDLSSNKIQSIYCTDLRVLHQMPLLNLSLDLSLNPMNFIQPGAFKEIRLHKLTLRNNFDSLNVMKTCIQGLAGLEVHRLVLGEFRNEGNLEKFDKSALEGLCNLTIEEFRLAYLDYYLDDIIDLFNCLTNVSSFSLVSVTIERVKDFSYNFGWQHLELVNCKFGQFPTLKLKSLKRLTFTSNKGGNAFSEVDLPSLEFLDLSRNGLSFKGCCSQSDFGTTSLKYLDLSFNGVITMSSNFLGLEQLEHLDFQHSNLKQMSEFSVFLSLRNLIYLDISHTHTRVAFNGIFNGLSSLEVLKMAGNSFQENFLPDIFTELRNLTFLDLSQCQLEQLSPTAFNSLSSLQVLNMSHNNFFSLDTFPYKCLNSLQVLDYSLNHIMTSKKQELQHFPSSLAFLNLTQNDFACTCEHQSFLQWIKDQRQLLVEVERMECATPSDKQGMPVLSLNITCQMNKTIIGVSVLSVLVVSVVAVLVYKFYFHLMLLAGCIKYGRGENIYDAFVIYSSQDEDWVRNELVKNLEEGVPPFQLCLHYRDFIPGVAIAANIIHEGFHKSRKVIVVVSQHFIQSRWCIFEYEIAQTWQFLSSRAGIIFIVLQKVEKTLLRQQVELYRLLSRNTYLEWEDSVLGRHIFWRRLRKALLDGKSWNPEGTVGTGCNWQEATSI
Target sequence (Q99836 whole entry, looked up): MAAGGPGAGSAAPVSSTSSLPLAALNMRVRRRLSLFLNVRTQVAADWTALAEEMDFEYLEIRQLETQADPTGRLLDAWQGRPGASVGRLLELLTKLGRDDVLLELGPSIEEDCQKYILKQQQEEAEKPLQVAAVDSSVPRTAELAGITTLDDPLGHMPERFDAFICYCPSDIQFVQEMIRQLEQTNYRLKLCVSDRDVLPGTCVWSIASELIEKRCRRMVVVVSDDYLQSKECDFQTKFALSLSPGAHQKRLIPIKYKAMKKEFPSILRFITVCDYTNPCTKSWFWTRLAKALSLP
Numbers without * were called inactive; nt = no result given.

SMILES	TLR4-MyD88 BLA	Diaph inh CS	NF-kB neuron act	APP 5'UTR act	Diaph act CS	STAT1 activator	FLuc inhib CS	FLuc stim CS	APP transl inh	G6PDH CS
CC(C)CN(C(=O)COC(=O)c1c(Cl)ccc(Cl)c1Cl)C1CCS(=O)(=O)C1 (stereo unspecified)	-10	3	0.86	7	1	104	-2	1	-8	3
CC1C2=C(CC(C)(C)CC2=O)NC2=C1C(=O)CC(C)(C)C2	7	-17	0.97	19	1.2	103	-6	1.1	-19	3
COCCCN1C(=O)c2ccc(C(=O)OCC(=O)N(C)c3ccccc3)cc2C1=O	-9	12	1.3	-6	0.9	103	-8	1.1	6	1
Cc1cc(NC(=O)c2ccc(NC(=O)C(C)Oc3ccccc3)cc2)no1 (stereo unspecified)	13	11	1.1	0	0.9	107	-5	1.1	0	-4
CCOc1ccccc1N1CCN(CC(=O)Nc2nnc(CC)s2)CC1	-7	-9	1.1	16	1.1	90	-5	1	-16	3
O=C(Cc1cccs1)Nc1nnc(Cc2ccc(F)cc2)s1	0	4	1.2	7	1	101	-2	1	-7	2
O=C(CSc1nc2ccccc2o1)Nc1ccccc1	-1	2	1.8	56	1	105	-7	1.1	-56	4
CCc1ccc(S(=O)(=O)NCCc2csc(-c3ccccc3)n2)s1	2	27	0.85	2	0.7	102	-9	1.1	-2	-27
CC(C)(C)C(=O)/C=C(\N)c1ccccn1	-5	3	0.91	20	1	95	-5	1	-20	-2
COc1ccc(NC(=O)CNC(=O)c2c(C)nn(C)c2Cl)cc1	1	6	1.1	-2	0.9	105	-2	1	2	1
COc1ccc(NC(=O)CSc2nnnn2C)cc1	10	-1	1.2	-6	1	106	-1	1	6	7
Cc1ccc(-c2nnc(SCC(=O)CC(=O)Nc3ccccc3)n2-c2ccccc2)cc1	-12	5	1	25	1	102	-6	1.1	-24	16
COc1ccc(N(C(=O)c2ccc(F)cc2)C2=CC3CCC(C2)N3C)cc1 (stereo unspecified)	2	12	0.97	20	0.9	100	-6	1.1	-20	-2
COc1ccccc1NCCC(=O)OCC(=O)NC1CCCCCC1	15	4	1.4	17	1	92	-11	1.1	-17	-10
COc1ccc(CCNC(=O)c2ccc(CN3CCC(Cc4ccccc4)CC3)cc2)cc1OC	-6	13	1.1	-12	0.9	113	-5	1	12	10
CCN(CC)S(=O)(=O)c1cc(NC(=O)C(C)N(C)CC(=O)Nc2c(C)cccc2C)ccc1C (stereo unspecified)	1	14	1.1	12	0.9	97	-8	1.1	-12	11
O=C(OCCN1C(=O)c2cccc3c(N4CCOCC4)ccc(c23)C1=O)c1cc(Cl)cc(Cl)c1	5	18	1.4	-88	0.8	90	-2	1	88*	-6
Cc1ccc2c(c1)NC(=O)C(CC(=O)Nc1ccc(CN3CCC(C)CC3)cc1)O2 (stereo unspecified)	5	20	1.5	9	0.8	106	-2	1	-9	5
CCOc1ccc2nnc(-c3ccc(Br)cc3)n2n1	1	-4	1.4	-1	1	109	-8	1.1	1	4
O=C(NNc1cc(Br)c(O)c(Br)c1)c1ccccc1	-2	25	0.98	2	0.8	97	17	0.8	-2	5
COc1ccc(-c2cc(C#N)nc(N3CCNCC3)n2)cc1	6	-63	1.4	7	1.6	98	-8	1.1	-6	8
O=C(N/N=C/c1ccc(OCc2ccc(F)cc2)cc1)c1ccccc1	7	-26	1.2	25	1.3	108	-7	1.1	-25	-4
Cc1c(C(=O)N2CCCCC2)sc(N)c1C#N	1	14	1.2	3	0.9	103	-1	1	-3	7
COc1ccc(NS(=O)(=O)c2ccc(NC(=S)NC(=O)CC(C)C)cc2)cc1	-2	23	1	17	0.8	100	-4	1	-17	-3
COCCNC(=O)C(c1ccc(O)cc1)N(Cc1ccco1)C(=O)CCC(=O)Nc1nccs1 (stereo unspecified)	9	10	1.2	5	0.9	91	-2	1	-5	-3
O=C1CN(c2nc(-c3cccnc3)nc3scc(-c4ccccc4)c23)CCN1	-4	11	0.92	21	0.9	100	-4	1	-21	-1
Cc1cccc2cc(C#N)c(SCCN3CCCCC3)nc12	0	nt	nt	5	nt	105	nt	nt	-5	nt
CC(SC#N)C(=O)C12CC3CC(CC(C3)C1)C2 (stereo unspecified)	2	5	1.3	7	1	85	1	1	-7	-6
COCCn1nnnc1C(c1cccc(C#N)c1)N1CCCCCC1 (stereo unspecified)	-9	13	2.1	6	0.9	96	-4	1	-6	1
COc1ccc(-n2c(Cc3cc(=O)[nH]c(=O)[nH]3)nnc2SCC(=O)N2CCCC2)cc1	3	18	1.1	1	0.8	105	-8	1.1	-1	2

SMILES	TLR4-MyD88 BLA	Diaph inh CS	NF-kB neuron act	APP 5'UTR act	Diaph act CS	STAT1 activator	FLuc inhib CS	FLuc stim CS	APP transl inh	G6PDH CS
O=C(CNC(=O)c1ccc(-c2ccccc2)cc1)OCc1c(Cl)cccc1Cl	-2	4	1.1	2	1	104	-9	1.1	-2	18
COc1ccccc1N1CCN(CC(=O)c2c(C)[nH]c3cc(C)ccc23)CC1	-7	24	0.95	2	0.8	89	1	1	-2	13
Cc1ccc(S(=O)(=O)Nc2ccccc2-c2ccccc2NS(=O)(=O)c2ccc(C)cc2)cc1	4	20	1.4	3	0.8	91	1	1	-3	13
COC(=O)CCCCCN1C(=O)NC(c2ccccc2)C(C(=O)OCc2ccccc2)=C1C (stereo unspecified)	4	12	0.78	-11	0.9	95	-5	1	11	12
COc1ccc(S(=O)(=O)N(CC(=O)NC2CC2)C2CCCCC2)cc1Cl	11	13	1.1	-9	0.9	101	-3	1	9	24
CC(CN1C(C)CCCC1C)OC(=O)c1ccc(Cl)cc1 (stereo unspecified)	-6	10	1.2	18	0.9	96	-4	1	-18	17
CCN(c1nc(C)cc(OC)n1)S(=O)(=O)c1ccccc1	6	17	1	nt	0.8	97	-3	1	nt	10
O=C(Nc1nc2ccccc2[nH]1)C1CCCO1 (stereo unspecified)	5	8	1.8	30	0.9	106	-4	1	-30	10
CCc1nnc(NC(=O)c2ccc(S(=O)(=O)N3CCc4ccccc4C3)cc2)s1	9	11	0.94	12	0.9	106	-8	1.1	-12	-13
COc1cccc(NC(=O)CSc2nc3n[nH]c(C)c3c(=N)n2-c2cccc(OC)c2)c1	3	14	0.49	-6	0.9	99	-4	1	6	5
O=C(Nc1ccc2c(c1)OCCO2)c1ccncc1	-1	12	1.5	44	0.9	117	8	0.9	-44	11
CC(C)CN1C(=O)/C(=C/c2ccco2)NC1=S	-6	18	0.89	19	0.8	105	1	1	-19	10
COCCCNC(=O)CN1CCN(Cc2ccc(Cl)cc2)C1=O	2	11	1.2	-7	0.9	99	-4	1	7	1
COc1ccc(CCNC(=O)c2ccc3c(c2)OCCO3)cc1	0	3	2	29	1	124	48	0.5	-29	9
CCCNc1c(N)n(-c2ccccc2)c(=O)[nH]c1=O	-12	13	0.54	-4	0.9	97	-6	1.1	4	3
COc1cc(NC(=O)CN2CCCCC2C)c(C)cc1[N+](=O)[O-] (stereo unspecified)	-6	-4	1.2	9	1	92	-2	1	-9	7
O=C(CN(C(=O)CCC(=O)Nc1nccs1)c1ccc(F)cc1)NCc1ccco1	-10	8	1.2	1	0.9	101	-7	1.1	-1	1
CC(C)c1ccc(NS(=O)(=O)c2cn(C)c(=O)n(C)c2=O)cc1	-1	22	0.97	-7	0.8	102	-6	1.1	8	4
O=c1cc(N2CCCCC2)c(-c2ccccc2)nn1Cc1ccc(Cl)cc1Cl	-2	0	0.87	9	1	97	-7	1.1	-9	6
CC(C)C(=O)Nc1ccc(C(=O)NNC(=O)c2ccco2)cc1	-10	-8	1.3	11	1.1	90	8	0.9	-12	1
CCOc1ccc(C(=O)O/N=C(\N)c2ccc([N+](=O)[O-])cc2)cc1OCC	-11	10	1.1	-6	0.9	97	-6	1.1	6	-14
COC(=O)C1=C(C)OC(N)=C(C#N)C1c1cccnc1 (stereo unspecified)	10	13	1.1	-23	0.9	94	-8	1.1	23	2
COc1ccccc1CN1CCSCC1	-2	5	1	5	0.9	95	-4	1	-5	1
CCCc1cc(=O)[nH]c(Nc2ccc(Cl)cc2)n1	4	0	0.95	-7	1	92	-8	1.1	7	6
O=C(Cc1cccc2ccccc12)Nc1ccc(N2CCOCC2)cc1	-3	20	1.4	5	0.8	96	-2	1	-5	12

Whole records, quoted from the list:
Results for CCN(c1nc(C)cc(OC)n1)S(=O)(=O)c1ccccc1 = TLR4-MyD88 BLA: 6; Diaph inh CS: 17; NF-kB neuron act: 1; APP 5'UTR act: nt; Diaph act CS: 0.8; STAT1 activator: 97; FLuc inhib CS: -3; FLuc stim CS: 1; APP transl inh: nt; G6PDH CS: 10
Results for CCc1nnc(NC(=O)c2ccc(S(=O)(=O)N3CCc4ccccc4C3)cc2)s1 = TLR4-MyD88 BLA: 9; Diaph inh CS: 11; NF-kB neuron act: 0.94; APP 5'UTR act: 12; Diaph act CS: 0.9; STAT1 activator: 106; FLuc inhib CS: -8; FLuc stim CS: 1.1; APP transl inh: -12; G6PDH CS: -13
